From PubChem BioAssay
Hsp70 activator: Hsp70 transcriptional activators, primary screen, cell-based, HeLa, Hsp70 promoter luciferase, luminescence, 10 µM; HeLa Hsp70 promoter luciferase reporter; scaled: vehicle 0, proteasome-inhibitor control 100%; activation, % at 10 µM; actives 0.04% (n = 200,000); AID 1203, 2008;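 active means activation above the mean across all tested compounds plus 3 SD, cutoff set per campaign, cut at about 5.5% in these data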;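 further: 100% = MG132 at 30 µM as the positive control and 0% = DMSO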
G6PDH counter: L. mesenteroides G6PDH inhibitors, counter-screen for G6PDH-coupled screening assays, biochemical, Leuconostoc mesenteroides enzyme | AID 1020, 2008 | Purified L. mesenteroides G6PDH, diaphorase/resazurin coupled fluorescence, 45 min | inhibition, % at 5 µM | actives 0.12% (n = 200,000) | glucose-6-phosphate dehydrogenase [Leuconostoc mesenteroides]
RAM inhibit: inhibitors of the yeast RAM network, primary screen, dse1pr::URA3 reporter, 5-FOA selection. S. cerevisiae dse1pr::URA3 reporter, 5-FOA growth OD615, 2 d; analog-sensitive cbk1-as2 kinase mutant strain. inhibition, % at 50 µM. actives 1.8% (n = 190,000);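 active means inhibition above a set limit, 3 SD over mean compound inhibition, cut at about 8.4% in these data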;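 further: 0% = DMSO-only wells with no growth and 100% = 10 µM 1-NA-PP1 full growth; inhibition rescues growth on 5-FOA so higher OD means more RAM inhibition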
PMI act: activators of human PMI, primary screen, biochemical, fluorescence intensity, near-Km mannose 6-phosphate. Mannose-6-phosphate isomerase (Homo sapiens), P34949. purified human PMI, coupled resazurin fluorescence, 20 min; hits give high values; 1 = vehicle control, 0 substrate-free wells. activation factor at 20 µM. actives 0.005% (n = 190,000). AID 1214, 2008;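 active means activation factor of 2 or more at 20 µM, relative to plate controls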
Target sequence (P34949 whole entry, looked up): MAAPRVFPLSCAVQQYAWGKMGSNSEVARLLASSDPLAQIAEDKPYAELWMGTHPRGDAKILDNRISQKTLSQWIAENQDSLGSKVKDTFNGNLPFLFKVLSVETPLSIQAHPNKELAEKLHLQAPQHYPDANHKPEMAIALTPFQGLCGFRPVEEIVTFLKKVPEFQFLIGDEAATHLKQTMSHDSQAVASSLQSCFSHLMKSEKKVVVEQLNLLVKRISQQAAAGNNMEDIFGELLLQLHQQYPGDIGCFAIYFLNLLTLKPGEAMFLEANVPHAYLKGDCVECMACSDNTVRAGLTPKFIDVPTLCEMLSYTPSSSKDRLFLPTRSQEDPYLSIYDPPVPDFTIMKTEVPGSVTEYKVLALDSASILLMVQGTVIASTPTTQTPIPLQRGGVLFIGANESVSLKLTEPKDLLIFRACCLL
S1P3 antagonist: S1P3 receptor antagonists, primary screen, cell-based | Sphingosine 1-phosphate receptor 3 (Homo sapiens), Q99500 | CHO S1P3 NFAT-BLA reporter, FRET fluorescence, antagonist mode | inhibition, % at 4.98 µM | actives 0.27% (n = 170,000) | AID 485, 2006;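 active means inhibition above the plate cutoff, the mean inhibition of test wells on that plate plus 3 SD, cut at about 28% in these data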;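 further: cells challenged with S1P at its EC80 of 0.8 µM; blue over green emission ratio from cleaved BLA substrate after 4 h stimulation; 0% = S1P-stimulated wells and 100% = unstimulated DMSO-only wells; some compounds past the cut are filed as inactive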
Target sequence (Q99500 whole entry, looked up): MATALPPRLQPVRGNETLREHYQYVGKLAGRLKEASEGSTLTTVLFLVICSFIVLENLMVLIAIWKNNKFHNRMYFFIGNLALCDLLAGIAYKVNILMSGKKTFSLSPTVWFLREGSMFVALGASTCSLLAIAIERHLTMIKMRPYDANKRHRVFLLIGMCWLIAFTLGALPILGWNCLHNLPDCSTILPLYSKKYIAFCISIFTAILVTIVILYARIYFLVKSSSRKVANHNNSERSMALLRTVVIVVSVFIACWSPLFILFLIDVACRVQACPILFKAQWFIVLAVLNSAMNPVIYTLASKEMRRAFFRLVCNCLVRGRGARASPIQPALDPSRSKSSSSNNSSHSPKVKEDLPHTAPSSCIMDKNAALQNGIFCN
PMI act satM6P: human PMI activators, high substrate, primary screen, biochemical, fluorescence intensity, near-saturating mannose 6-phosphate. activation factor at 20 µM. Mannose-6-phosphate isomerase (Homo sapiens), P34949. actives 0.34% (n = 190,000). AID 1216, 2008. coupled PMI enzyme assay, resazurin fluorescence, 20 min; hits give high values; 1 = untreated enzyme, 0 = substrate-free blank;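 active means activation factor of 2 or more at 20 µM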
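Test system: human phosphomannose isomerase with PGI, G6PDH, diaphorase coupling enzymes; Amount: PMI at 15 ng/mL final; Reagent: Mannose-6-phosphate 1.0 mM (near-saturating) plus 0.22 mM NADP+; Timing: 20 min, room temperature; Technique: resorufin fluorescence at Ex 544/Em 590 nm; Dosing: 20 µM single dose.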
Diaph inh CS: diaphorase inhibitors and chemical oxidizers, primary screen, counter-screen for diaphorase-coupled primary assays, biochemical, uHTS, resorufin fluorescence; inhibition, % at 20 µM; diaphorase resazurin-to-resorufin fluorescence, NADH, 16 min; bacterial (C. kluyveri) enzyme, not human; actives 0.69% (n = 190,000);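 active means primary screen inhibition at 20 µM above a set limit, cut at about 50% in these data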;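 further: plate controls were DMSO with full reaction for no effect and wells lacking NADH for full effect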
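Detection: fluorescence of resorufin formed from resazurin, Ex 544/Em 590 nm; test system: Clostridium kluyveri diaphorase enzyme; amount: 0.14 U/mL diaphorase, enzyme working solution; times: 16-min room-temperature incubation before reading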
L major viab: Leishmania major promastigote growth inhibition, primary screen | AID 1063, 2008 | inhibition, % at 10 µM | Leishmania major promastigotes, resazurin fluorescence viability | actives 9% (n = 200,000);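 further: promastigotes grown with compound for 44 hours at 28 °C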
Diaph act CS: compounds boosting diaphorase resazurin reduction – biochemical, uHTS, resorufin fluorescence, counter-screen for diaphorase-coupled primary assays, primary screen; AID 1229, 2008; actives 0.005% (n = 190,000); activation factor at 20 µM; Diaphorase/resazurin coupled assay, 16 min; hits give high values; 1 = vehicle wells, 0 = NADH-free wells;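 active means diaphorase activity raised at least twofold by the compound at 20 µM; inactive means activation factor below 2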
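Material: purified diaphorase enzyme from Clostridium kluyveri / Medium: HEPES pH 7.4 buffer with MgCl2 and Tween 20 / Schedule: enzyme reaction of 16 min at room temperature / Measured by: resorufin fluorescence, excitation 544 nm, emission 590 nm / Evaluation: rise in resorufin formation, marking diaphorase activation or chemical reduction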
DTT redox prof: compounds producing H2O2 with reducing agent – biochemical, NIH compound library profiling, artefact control for MLSCN library redox annotation, primary screen. DTT-dependent redox cycling H2O2, phenol red/HRP absorbance; 100% = 100 µM peroxide control, 0% = buffer. activation, % at 10 µM. actives 0.03% (n = 200,000);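 active means activation of at least 50% relative to the plate's high and low controls in the primary single-dose screen; inactive means activation below 50%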;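 further: compound incubated with DTT at 0.8 mM final as the reducing agent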
TLR4 MyD88 comp: inhibitors of TLR4-MyD88 association in cells, primary screen, cell-based, HeLa CL3-4, BLA complementation, FRET ratio; inhibition, % at 8.4 µM; actives 0.18% (n = 200,000); AID 861, 2007; Toll-like receptor 4 (Homo sapiens) + Myeloid differentiation primary response protein …; HeLa CL3-4 TLR4/MyD88 BLA complementation; in the data active means inhibition above about 25%;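 further: 0% = vehicle and 100% = reference inhibitor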
Numbers without * were called inactive; x = not tested or not shown. Unless noted, no stated cut-off is given here; in the data, active means inhibition above about 50%; inactive means the rest.

SMILES	Hsp70 activator	G6PDH counter	RAM inhibit	PMI act	S1P3 antagonist	PMI act satM6P	Diaph inh CS	L major viab	Diaph act CS	DTT redox prof	TLR4 MyD88 comp
O=C1/C(=C/c2ccco2)SC(=S)N1C1CCS(=O)(=O)C1 (stereo unspecified)	-0.3	13	2.1	0.8	2	0.5	61*	93*	0.4	-0.6	-21
CCn1c(CNC(=O)Cc2ccc(OC)cc2)n[nH]c1=S	0.4	0	1.5	1.1	-9	1	13	3	0.9	-0.5	-17
O=[N+]([O-])c1ccccc1OCc1nc(-c2cccs2)no1	-0.1	-2	2.2	1	-12	1	5	-7	0.9	0.1	3
CCc1ccc(OCC(=O)c2c(O)c3ccccc3oc2=O)cc1	-0.2	0	1.5	1.4	-13	1.2	13	-6	0.9	1.0	8
CC(=O)N1CN(Cc2ccccn2)Cc2c1sc1c2CCCC1	-0.2	16	2.0	0.9	-4	0.9	15	-3	0.9	1.2	1
CNC(=S)N1CCN(C(=O)c2ccco2)CC1	-0.2	20	5.4	0.9	-7	0.9	13	75*	0.9	0.1	-7
CN=C1c2c(-c3ccccc3)c3cc(OC)ccc3n2CCN1C	-0.3	7	0.4	1	x	1.1	-5	40	1.1	0.2	-1
Cc1ccc(S(=O)(=O)N(CCC#N)C2CCCCC2)c2nsnc12	0.0	3	0.3	1.1	-3	1.1	-8	6	1.1	0.0	-4
Cc1cc(C)cc(N(C(=O)c2cc3ccccc3oc2=O)C2C=CS(=O)(=O)C2)c1 (stereo unspecified)	-0.5	15	1.8	0.9	2	0.9	19	-2	0.8	-0.2	3
O=C(N/N=C/c1cn(CCOc2ccccc2)c2ccccc12)c1ccncc1	-0.3	1	-0.3	0.9	6	0.9	9	12	0.9	-0.1	1
COc1cc2nc(NC(=O)c3ccc(Cl)cc3)[nH]c(=O)c2cc1OC	-0.1	4	2.3	0.7	3	0.9	6	60*	0.9	-1.1	-5
CCCCC(OC(=O)c1cc2occc2n1C)C(=O)NCC1CCCO1 (stereo unspecified)	0.3	6	0.1	0.9	10	0.9	13	-4	0.9	0.5	0
CCOc1ccc(Br)cc1CSC(=N)N	-0.6	-4	-0.9	1	10	1	7	33	0.9	0.0	-5
CCOC(=O)c1cnc(SCC(=O)NCc2ccco2)nc1N	0.0	16	2.8	1	-11	1	2	1	1	1.6	-4
O=C(Nc1ccc(Cl)c(Cl)c1)N1CCC(N2CCCCC2)CC1	-0.2	-7	0.1	1	-2	1	10	91*	0.9	2.5	8
Cc1cc(C)cc(N2CCCn3c2nc2c3c(=O)n(CCN3CCOCC3)c(=O)n2C)c1	-0.1	-12	4.8	0.9	-28	1	9	1	0.9	3.2	-2
O=C(CN1CCOCC1)Nc1ccccc1Sc1ccc(Cl)cc1	-0.3	8	0.4	0.9	3	1.1	12	-1	0.9	0.0	0
O=C(CSc1nc(C2CCCCC2)n(-c2ccccc2)n1)NCC(F)(F)F	-0.2	-2	0.8	0.9	51*	1	10	48	0.9	-0.6	17
COC(=O)c1c(NC(=O)C2C3C=CC(CC3)C2C(=O)O)sc(C)c1C (stereo unspecified)	-0.2	3	4.3	1	-2	1	14	-10	0.9	-0.1	4
Cc1nc2ccccc2c(=O)n1NC(=O)c1ccc([N+](=O)[O-])cc1Cl	-0.2	8	1.8	1.2	-18	1.1	0	-8	1	-0.7	10
O=C(NCc1nnc(SCC(=O)N2CCOCC2)o1)c1ccccc1F	-0.3	4	1.4	1	2	1	7	-7	0.9	-0.9	10
Cc1ccc(Cl)cc1N1CCN(C(=O)CCS(=O)(=O)c2cccc3nonc23)CC1	-0.4	1	3.6	1.2	-8	1	25	9	0.7	0.4	3
O=C(NCCN1CCOCC1)c1cc2ccccc2[nH]1	-0.3	-3	0.9	0.9	-21	1	12	0	0.9	2.1	17
COc1ccc(NC(=O)Cn2c(-c3ccccc3)cc(C(C)=O)c2C)c(OC)c1	-0.5	3	3.1	1	-7	1	-9	9	1.1	0.3	3
COc1cc2nc(CSc3ncn[nH]3)[nH]c(=O)c2cc1OC	-0.2	4	1.1	0.9	-6	1	13	-4	0.9	0.1	-15
Cc1ccc(/C=C/c2ccc(=O)n(Cc3ccc(F)cc3)n2)cc1	-0.3	3	6.1	0.8	6	0.8	15	-2	0.9	0.0	15
CN(CC1CCOCC1)C(=O)CC1C(=O)NCCN1CC1CCCCC1 (stereo unspecified)	-0.1	11	0.9	1	-7	0.8	11	-6	0.9	-0.6	10
COc1cc(C(=O)NCCC(=O)N2CCN(C)CC2)cc(OC)c1OC	-0.3	2	1.2	1	5	1	1	-5	1	-1.2	5
COCCNC(=O)CN(C(=O)CCC(=O)Nc1cc(C)on1)c1cccc(C)c1C	-0.2	1	1.9	1	-11	1	20	-6	0.8	-1.1	1
O=C(COc1ccccc1[N+](=O)[O-])Nc1cccnc1	0.1	4	0.0	1	0	1.1	-2	-7	1	-0.4	-6
CC(=O)NCCc1nc2cc(NC(=O)c3ccccc3)ccc2n1C	-0.1	0	0.7	1	-6	1	6	-4	0.9	-0.3	-9
O=C(NNS(=O)(=O)c1ccc(Cl)cc1)c1cccs1	0.1	4	0.0	0.9	4	0.9	17	-1	0.8	-0.4	-10
S=C(NCCc1ccccc1)N1CCCCC1	-0.1	9	0.2	0.9	-5	0.9	20	-2	0.8	-0.2	-3
COc1ccc(/C=C/C(=O)c2ccncc2)c2ccccc12	0.0	-9	-1.6	1	-1	0.8	37	98*	0.6	-0.1	2
CCOC(=O)C1CCN(CC(=O)Nc2cc(C)nn2-c2nc3ccccc3s2)CC1	-0.4	-6	3.1	0.9	x	0.9	23	6	0.8	-0.1	1
Cc1c(CCO)c(=O)n(-c2ccccc2)n1S(=O)(=O)c1ccc(F)cc1	-0.4	-1	0.1	1.1	x	1.2	12	1	0.9	-0.2	-4
O=C(NCCNC1CCC(c2ccccc2)CC1)c1cccs1 (stereo unspecified)	-0.1	9	1.4	1	-6	1	1	94*	1	-0.8	4
Cc1cc(C)cc(OCC(=O)NNC(=O)CCN2C(=O)c3ccccc3C2=O)c1	-0.5	-8	2.9	1	-7	0.9	14	-4	0.9	-0.5	-3
CCC(=O)Nc1ccc(Nc2nc(C)c([N+](=O)[O-])c(Nc3ccc(NC(=O)CC)cc3)n2)cc1	-0.5	-31	1.0	1	0	1.1	8	6	0.9	0.5	1
CN1C(=O)c2ccc(NC(=S)NC(=O)C(C)(C)C)cc2C1=O	-0.2	0	0.5	0.9	7	0.9	18	-1	0.8	0.0	8
OCCC1CN(Cc2ccon2)CCN1Cc1ccc(F)c(F)c1 (stereo unspecified)	-0.2	16	1.0	0.9	0	1	-10	-7	1.1	-0.4	8
Cc1ccc(Nc2nnc(SCC(=O)c3cc4ccccc4o3)s2)cc1C	0.1	-2	5.4	0.7	6	0.7	22	-8	0.8	1.4	-21
Cc1ccc(CN(Cc2ccco2)S(=O)(=O)c2ccc(S(=O)(=O)NCC3CCCO3)cc2)cc1 (stereo unspecified)	-0.5	2	9.3*	0.9	8	1	4	-4	1	-0.1	-2
COC(=O)c1ccc(NC(=S)Nc2ccccn2)cc1	0.3	2	1.6	1	x	0.9	10	-4	0.9	-2.8	-3
C=CCNC(=O)NC(=O)COC(=O)COc1ccc(Br)cc1F	0.1	-1	3.0	1	-41	1	15	-8	0.8	-3.4	9
Cc1nnc(SCCN2CCOCC2)n1C	-0.4	10	0.3	1	4	1.1	16	-6	0.8	0.0	2
O=S(=O)(c1ccccc1Cl)N1CCC(O)(c2ccc3c(c2)OCO3)CC1	-0.4	7	2.6	1.1	33	1	16	3	0.8	1.4	8
CC(=O)/C(C(=N)N1CCN(Cc2ccccc2)CC1)=C(\C)O	-0.3	4	1.2	1	15	1.1	-2	-8	1	-1.3	-3
CCN(CCCNC(=O)CN1C(=O)COc2ccccc21)c1cccc(C)c1	-0.2	16	0.1	1	x	1	2	5	1	-0.3	-18
CC1CCN(C(=O)Cn2cc3c(n2)CCCC3)CC1	-0.1	-10	0.8	0.8	-12	0.8	22	-6	0.8	-0.2	-5
CCOC(=O)c1c(C)sc2c1N(C(=O)CN(CC)CC)c1cc(Cl)ccc1S2	-0.4	3	-0.7	0.9	x	0.9	25	22	0.8	-0.9	1
CCn1c(SCC(=O)N2CCCC2)nnc1-c1ccc(N)cc1	-0.1	9	1.6	1.1	x	1.1	1	-9	1	1.3	5
CC(C)O/C(=N\S(=O)(=O)c1ccc(Cl)cc1)c1ccccc1	0.3	-3	0.2	1	x	1.1	10	1	0.9	0.5	-4
COc1cc(C2c3c(n[nH]c3C)C(=O)N2c2ccc(Br)cc2)ccc1O (stereo unspecified)	-0.2	-32	0.4	0.7	0	0.7	14	0	0.9	1.4	-11
Cc1ccc(N(C(=O)CCC(=O)Nc2cc(C)on2)C(C(=O)NC2CCCC2)c2ccccc2)cc1 (stereo unspecified)	0.2	10	1.2	1	-1	1	-1	10	1	-0.9	3

This is a random part of the collection. Share with any hit: about 12%.
